Screening results deposited in PubChem BioAssay by The Scripps Research Institute Molecular Screening Center.
V1aR counter: counter-screen for oxytocin receptor agonists: human V1a receptor agonists; CHO-V1R cells, Fluo-8 calcium fluorescence, agonist mode; 0% DMSO, 100% 3 nM vasopressin; 320,000 compounds, 0.25% hits; activation, % at 3 µM;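 active = activation above the mean activation of all tested compounds plus 3 SD, per screening run, cut at about 20% in these data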;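 note: signal is peak over basal fluorescence ratio across a 100 second FLIPR read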
CHRM1 antagonist: antagonists of human M1 muscarinic receptor; AID 588852; 360,000 compounds, 1.3% hits; inhibition, % at 3 µM; P11229; CHO-K1 hM1, Fluo-8 calcium fluorescence, ACh EC80 antagonist;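 active = percent inhibition above its own plate's cutoff, namely the mean of that plate's compound wells plus 3 SD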;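 note: peak over basal fluorescence ratio during 140 s after agonist addition; 0% = ACh EC80 plus DMSO and 100% = DMSO alone without agonist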
Target sequence (P11229 whole entry, looked up): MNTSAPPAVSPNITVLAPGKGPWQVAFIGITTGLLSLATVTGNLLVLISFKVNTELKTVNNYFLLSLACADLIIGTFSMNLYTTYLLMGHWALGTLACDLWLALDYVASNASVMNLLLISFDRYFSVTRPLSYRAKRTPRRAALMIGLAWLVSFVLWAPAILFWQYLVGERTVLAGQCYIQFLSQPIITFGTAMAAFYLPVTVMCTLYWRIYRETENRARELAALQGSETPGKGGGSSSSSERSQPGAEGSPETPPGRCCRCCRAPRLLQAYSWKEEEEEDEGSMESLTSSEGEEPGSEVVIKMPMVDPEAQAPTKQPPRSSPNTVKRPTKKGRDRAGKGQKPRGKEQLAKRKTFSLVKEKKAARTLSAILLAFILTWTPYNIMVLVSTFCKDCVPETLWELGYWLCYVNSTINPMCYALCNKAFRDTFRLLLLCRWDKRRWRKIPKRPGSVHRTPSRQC
TAAR1 ag: human TAAR1 agonism | activation, % at 3 µM | Q96RJ0 | CHO RD-HGA16 TAAR1, Fluo-8 calcium fluorescence; vehicle wells 0%, saturating PEA agonist 100% | 360,000 compounds, 0.99% hits;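 active = activation above the mean activation of all test compounds in the run plus 3 SD, cut at about 38% in these data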
Target sequence (Q96RJ0 whole entry, looked up): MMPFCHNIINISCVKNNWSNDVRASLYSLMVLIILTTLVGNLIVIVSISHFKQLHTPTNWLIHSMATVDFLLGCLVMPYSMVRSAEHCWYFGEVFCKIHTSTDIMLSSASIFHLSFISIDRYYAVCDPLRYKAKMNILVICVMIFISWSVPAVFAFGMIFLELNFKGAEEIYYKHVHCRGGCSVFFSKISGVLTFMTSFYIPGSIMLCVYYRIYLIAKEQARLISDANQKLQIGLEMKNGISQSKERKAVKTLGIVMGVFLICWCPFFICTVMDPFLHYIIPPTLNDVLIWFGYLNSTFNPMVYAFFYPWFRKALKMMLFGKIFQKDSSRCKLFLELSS
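System: CHO-derived RD-HGA16 cells with stable Gα16 and human TAAR1. Times: 17-24 h plating, Fluo-8 75 min 37 °C, 30 min RT. Measured by: calcium-sensitive Fluo-8 signal, excitation 470-495, emission 515-575 nm. Read-out basis: % activation relative to PEA EC100 response. Control set: DMSO and PEA EC100. Repeats: no replicates (n 1).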
OXTR potentiator: potentiates the human oxytocin receptor response. CHO-OTR cells, Fluo-8 calcium fluorescence, potentiator mode; 0% = oxytocin EC15, 100% = EC100. activation, % at 3 µM. 320,000 compounds, 0.061% hits;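 active = activation above that plate's cutoff, the mean activation of tested compounds plus 3 SD, cut at about 6.6% in these data, passing the limit was not always enough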;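 note: 100% uses oxytocin at 75 nM as the full agonist control; some results filed as inactive read as strong as hits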
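Material: CHO-OTR cells, human receptor; compound dosing: single dose, 3.0 µM nominal final compound concentration; schedule: 6 min compound pre-incubation at room temperature, 100 s kinetic read; measured by: kinetic Fluo-8 calcium fluorescence; read-out basis: % activation vs EC15 and EC100 oxytocin; controls: EC15 oxytocin alone as 0%, 75 nM oxytocin as 100%; replicates: singlicate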
TAAR1 antag: antagonists of human TAAR1; CHO RD-HGA16 TAAR1, Fluo-8 calcium fluorescence, antagonist; Q96RJ0; inhibition, % at 3 µM; 360,000 compounds, 1.5% hits;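 active = inhibition above a per-plate cutoff, the mean inhibition of test compounds on that plate plus 3 SD, cut at about 49% in these data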;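 note: 0% = DMSO plus EC80 beta-PEA response and 100% = DMSO alone without agonist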
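System: CHO RD-HGA16 cells bearing hTAAR1. Reagent: EC80 β-phenethylamine stimulus. Schedule: seeding 17-24 h prior, 75-min 37 °C, 30-min RT dye loading. Signal: Fluo-8 intracellular calcium dye fluorescence, real-time kinetic reads. Read-out: % inhibition from peak post-agonist over basal fluorescence ratio. Benchmarks: vehicle wells and EC80 agonist wells. Replicates: n of 1.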
M1 PAM: positive allosteric modulators of human M1 muscarinic receptor | activation, % at 3 µM | 360,000 compounds, 0.088% hits | AID 588819 | CHO-K1 hM1, Fluo-8 calcium fluorescence, ACh EC20; 0% = ACh EC20, 100% = maximal ACh; in the data active = activation above about 19%, passing the limit was not always enough
OXTR ag: human OXTR agonism | 320,000 compounds, 0.32% hits | P30559 | activation, % at 3 µM | CHO-OTR cells, Fluo-8 calcium fluorescence; normalized: DMSO 0%, oxytocin 100%;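 active = activation above the mean of all tested compounds plus 3 SD, cutoff set per screening run, cut at about 20% in these data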;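 note: peak over basal fluorescence ratio from a 100 s FLIPR kinetic read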
M1 ag: human M1 muscarinic receptor agonism | P11229 | CHO-K1 hM1, Fluo-8 calcium fluorescence, agonist mode; 0% DMSO, 100% acetylcholine EC100 | activation, % at 3 µM | 360,000 compounds, 0.33% hits;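 active = activation above the run's mean compound activation plus 3 SD, cut at about 16% in these data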;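 note: peak over basal fluorescence ratio within a 140 s kinetic read after compound addition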
CHO parental Ca: signal in parental CHO cells, OX1R antagonist counter-screen. parental CHO-K1, ATP-induced calcium, Fluo-8 fluorescence. inhibition, % at 5.6 µM. 330,000 compounds, 0.63% hits;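 active = inhibition above that plate's mean sample inhibition plus 3 SD, cut at about 26% in these data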;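 note: 0% = ATP-challenged DMSO wells and 100% = DMSO wells without ATP; some compounds past the cut are filed as inactive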
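test system = CHO parental line | reagent = ATP stimulus | measured by = intracellular calcium via Fluo-8 no-wash fluorescent dye | control set = ATP and no-ATP DMSO wells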
* marks the source's active call; other numbers are inactive results; nt = no result given.

SMILES	CHO parental Ca	M1 PAM	TAAR1 antag	V1aR counter	OXTR ag	TAAR1 ag	M1 ag	OXTR potentiator	CHRM1 antagonist
CN(C)CCCNC(=S)Nc1ccc(-c2ccccc2)cc1	-8	12	0	1.7	7.4	22	-2	-3	-11
Cc1ccc(Nc2nc(N)nc(CSc3nc4ccccc4s3)n2)cc1	-38	14	14	1.5	-0.5	6	0	-4	-14
Cc1onc(-c2ccccc2)c1C(=O)Nc1cccc(OC(C)C)c1	-30	5	13	-1.3	-2.1	3	-7	-3	-16
CCN1c2ccccc2NC2C1C(C(C)=O)C(=O)N2c1ccc(Cl)cc1 (stereo not given)	-7	-3	-2	3.4	5.8	4	-2	-12	9
Cc1cccc(NC(=O)c2nc[nH]c2C(=O)N2CCN(c3ccccc3)CC2)c1	-17	-3	14	0.4	0.5	8	-6	-8	8
COc1ccccc1CNC(=O)COC(=O)/C=C/c1ccc2ccccc2n1	-23	13	25	0.1	-0.6	36	-4	-9	-10
COC(=O)c1ccc2c(=O)n(Cc3ccc4c(c3)OCO4)c(SCC(=O)N3CCCC3)nc2c1	-14	nt	-27	0.7	0.4	7	nt	1	nt
CC1=C(C(=O)OC2CCCCC2)C(c2ccco2)n2ncnc2N1 (stereo not given)	-8	0	11	-0.6	-1.8	-2	-7	-2	-13
CC(=O)N=c1sc2cc(C)ccc2n1C	-8	3	-7	-0.1	-1.4	1	-1	0	-24
CCOC(=O)NC(=O)C(=CNc1cccc(OC)c1)C(=O)NC(=O)OCC	-8	11	13	1.0	-0.8	5	-8	-5	-8
O=C(c1ccccc1)c1ccc(C(=O)O)c(C(=O)O)c1	nt	4	-7	nt	nt	-1	-2	nt	-5
CN1CCN(CCC(=O)Nc2ccccc2Cl)CC1	8	4	-4	0.0	1.6	13	-4	-11	-6
COCCCn1c(=O)cc(C)[nH]c1=S	-4	17	-7	0.2	-1.6	1	0	-8	-17
COc1ccc(O)c(/C=N/c2nc3ccccc3n2C)c1	0	6	-6	-0.5	0.1	2	-1	-6	-17
CNC(=O)c1sccc1-n1cccc1	11	15	16	0.2	0.1	4	0	-14	-31
CCOc1ccc(/C=N/NC(=O)CN2CCCCC2)cc1OCC	-8	7	-15	-0.1	0.2	2	-4	1	-12
N#Cc1nc(Cc2ccccc2)oc1NCc1cccnc1	-11	7	-10	0.7	0.1	8	-4	-3	-4
CC(C)(C)C(=O)OCc1nc(-c2ccc(C(F)(F)F)cc2)cs1	-3	16	-18	-0.3	-0.4	1	1	1	-12
Cc1nc(NC(=O)COc2ccc(Cl)cc2)sc1C(=O)N(C)C	1	nt	15	0.4	0.3	10	nt	2	nt
Cc1cc2cc3c(N)[nH]nc3nc2cc1C	-11	0	14	-0.8	-1.5	2	-6	8	3
COc1ccccc1N(C)S(=O)(=O)c1ccc(C(=O)NNC(=O)c2ccccc2O)cc1	nt	8	-45	nt	nt	3	0	nt	-15
COc1ccc(NC(=O)CC(C)C)c([N+](=O)[O-])c1	-13	1	-22	0.1	-1.7	0	-7	-10	-7
O=C(Nc1ccc(O)cc1)c1ccc(NC(=O)c2cccs2)cc1	-9	-7	38	0.5	-0.9	12	-2	-17	-1
CSc1cccc(NS(=O)(=O)c2cn(C)cn2)c1	2	18	0	2.1	0.5	1	0	-1	-12
O=C(Nc1ccc(S(=O)(=O)N2CCCC2)cc1)C1CC(=O)N(CCc2ccc(F)cc2)C1 (stereo not given)	-6	-16	12	0.8	0.6	1	-8	-5	18
CN1CCN(Cc2nc(-c3cccs3)no2)CC1c1ccccc1 (stereo not given)	-9	5	-4	-0.2	0.2	4	-10	-11	-10
CCOc1cc(/C=C(/NC(C)=O)C(=O)O)cc(Cl)c1OCc1ccc(Br)cc1	-9	4	-5	0.0	-0.2	1	-2	1	-16
CC(O)(c1ccc(F)c(F)c1)c1nc(-c2ccc(S(C)(=O)=O)cc2)cs1 (stereo not given)	nt	-5	23	nt	nt	3	-5	nt	3
CCCN1CCC(=O)N([C@H](COc2ccccc2)c2ccccc2)CC1	-25	-17	-1	1.3	0.7	13	-10	-4	17
Cc1nn(CC(=O)NC(=O)NC2CCCCC2C)c(=O)c(C#N)c1C (stereo not given)	-15	8	-28	0.6	0.7	2	7	-6	-8
Cc1ccc(C(=O)Nc2ccc(CN3CCCCC3)cc2)c(C)c1	-15	-3	5	0.5	-1.1	4	-15	-14	-1
CC(NC(=O)COC(=O)c1ccccc1F)C1CC2CCC1C2 (stereo not given)	-16	7	13	-1.0	-2.9	8	-4	3	-3
Oc1ccc2ccccc2c1C=Nc1cc(C(F)(F)F)ccc1N1CCCC1	0	2	-6	-0.5	0.7	6	-5	2	-2
CCCCn1c(N)c(N(CC(C)C)C(=O)CN(C)S(=O)(=O)c2ccc(C)cc2)c(=O)[nH]c1=O	-17	3	-49	1.0	-1.1	3	-2	-6	-3
Cc1cccc(C2CC(c3ccc(Br)cc3)Nc3nc(N)nn32)c1 (stereo not given)	-8	6	2	3.2	3.6	7	1	-3	0
CCN(CC(=O)NCc1ccncc1)S(=O)(=O)c1ccc(OC)cc1	4	10	2	1.0	0.7	-2	-2	-1	-21
CCOc1nc(CC(C)C)c2c(c1C#N)CC(C)(C)OC2	-6	16	-13	-0.6	-1.6	3	-2	-2	-1
COc1ccc(-c2nc(CSCC(=O)NC3CCCc4ccccc43)c(C)o2)cc1 (stereo not given)	-18	4	19	1.5	-0.8	18	-2	-16	-4
CN(C)CCCN(C(=O)c1ccc([N+](=O)[O-])o1)c1nc2cc3c(cc2s1)OCO3	-8	10	-26	0.7	-1.1	1	-2	0	-5
Cc1cc(OC(=O)c2ccccc2[N+](=O)[O-])c([N+](=O)[O-])c(=O)[nH]1	-2	4	10	0.2	0.2	2	0	-1	0
COC(=O)C1=CN(C(C)C)C=C(C(=O)OC)C1c1cc(Br)c(OC)c(OC)c1	-9	-1	21	-1.4	-1.6	0	-6	0	-2
NC(=O)c1ccc(NC(=O)COC(=O)C2COc3ccccc3O2)cc1 (stereo not given)	0	0	17	1.4	1.3	1	0	-5	-1
Cc1c(Cl)c([N+](=O)[O-])nn1CC(=O)NCc1ccc(Cl)cc1	-9	-3	5	3.0	4.2	6	-5	-1	-7
Cc1ccsc1C(=O)N1CCC1(C)C(=O)NS(=O)(=O)c1ccccc1 (stereo not given)	nt	7	-3	nt	nt	2	-1	nt	-1
COc1cc(O)c(C(=O)CC(=O)c2ccncc2)c(OC)c1	nt	6	-4	nt	nt	0	-4	nt	-9
O=C1CCC2c3[nH]c4ccccc4c3CCN12 (stereo not given)	nt	-5	-8	nt	nt	1	-4	nt	16
Cc1sc2ncnc(N3CCC(C(=O)Nc4ccc(Cl)cc4Cl)CC3)c2c1C	-19	-9	41	-0.1	-0.6	0	-5	-12	20
CCN1CCN(C(=O)N(Cc2ccc(Cl)cc2)S(=O)(=O)c2ccc(C)cc2)CC1	10	7	-22	0.9	0.5	2	-2	-4	-10
O=C(Nc1ncccc1O)c1ccc(NS(=O)(=O)c2ccc3[nH]c(=O)[nH]c3c2)cc1	nt	16	-5	nt	nt	0	6	nt	0
CC1=C(C(=O)N2CCCC(CCC(=O)NCc3ccccc3F)C2)OCCO1 (stereo not given)	-11	13	0	-0.3	-1.0	4	-5	-16	-18
Cc1ccc(NC(=O)c2ccc(-n3cncn3)c([N+](=O)[O-])c2)cc1F	0	14	19	4.8	3.7	17	1	-11	-17
COc1cc(CN2C[C@@H](CO)O[C@@H](n3cnc4c(NCCN(C)C)ncnc43)C2)cc(OC)c1OC	nt	6	-15	nt	nt	2	-3	nt	-13
CCCn1c(SCC(=O)Nc2ccc3c(c2)CCC3)n[nH]c1=O	-13	-8	0	1.5	-0.1	1	-8	-8	0
CC1Cc2ccccc2N1C(=O)CCn1c(=O)oc2ccccc21 (stereo not given)	10	-8	3	0.4	-0.9	-1	-4	-4	10
Cc1cc(C)cc(NS(=O)(=O)c2ccc(NC(=S)NC(=O)c3ccc(Br)o3)cc2)c1	13	5	40	0.1	0.0	7	-1	-20	-7
CCc1nn(-c2cc(Oc3ccccc3)nc(-c3ccccc3)n2)c(N)c1C#N	-8	11	5	0.9	0.8	2	0	3	-9
CC(=O)N1CCc2cc(S(=O)(=O)Nc3ccccc3N3CCN(C)CC3)ccc21	-9	0	-16	0.8	1.7	1	-11	-9	-8
CN(C)CCN(C(=O)c1ccc(S(=O)(=O)N(C)c2ccccc2)cc1)c1nc2cc3c(cc2s1)OCO3	-6	7	-7	-0.1	0.8	1	-2	-8	-11
COc1cc(/C=C2\C(=O)ON=C2c2ccccc2)cc(OC)c1OC	1	12	-9	0.0	-0.1	9	-3	-14	-16
COc1ccc(C(=O)Nc2cccnc2)cc1	1	10	-5	0.8	-1.1	5	-4	2	-9

Compound profiles (already shown). Order of screens: CHO parental Ca | M1 PAM | TAAR1 antag | V1aR counter | OXTR ag | TAAR1 ag | M1 ag | OXTR potentiator | CHRM1 antagonist
Record of Cc1sc2ncnc(N3CCC(C(=O)Nc4ccc(Cl)cc4Cl)CC3)c2c1C : -19 | -9 | 41 | -0.1 | -0.6 | 0 | -5 | -12 | 20
Record of CCCn1c(SCC(=O)Nc2ccc3c(c2)CCC3)n[nH]c1=O : -13 | -8 | 0 | 1.5 | -0.1 | 1 | -8 | -8 | 0

Next part:
SMILES	CHO parental Ca	M1 PAM	TAAR1 antag	V1aR counter	OXTR ag	TAAR1 ag	M1 ag	OXTR potentiator	CHRM1 antagonist
COc1ccc(C(=O)NC2CC2)cc1OC1CCN(Cc2ccccc2)CC1	nt	-12	-32	nt	nt	0	-5	nt	27
Oc1ccc(Cl)cc1CNCC1CCCCC1	-15	4	10	3.6	5.6	21	1	-7	-2
O=C(Nc1ccccc1C(=O)Nc1ccc(F)cc1)c1ccco1	6	7	-49	1.0	-0.1	-2	-5	-7	-8
Cn1c(C(=O)NCCCN2CCN(c3cccc(Cl)c3)CC2)cc2c(=O)n(C)c3ccccc3c21	-26	-14	5	-0.8	-1.6	3	-9	7	-2
Cc1cc(NCc2ccccn2)n2nc(C)c(-c3ccccc3)c2n1	-20	3	7	-0.9	-2.8	12	-7	-1	-1
CCOc1ccc(C(=O)NCCC(=O)N2CCC3(CC2)NCCc2[nH]cnc23)cc1	-4	6	-15	1.0	-0.1	2	-5	-5	-4

Rows were taken by chance; overall some 3.7% were active at least once.
